PRMT1 inh: PRMT1 (human) inhibition, primary screen; Q99873; recombinant PRMT1, activity-based probe fluorescence polarization; inhibition, % at 2.79 µM; 370,000 compounds, 1.3% hits;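 active = inhibition above about 21% made by adding two undisclosed values, limit read from the data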
Target sequence (Q99873 whole entry, looked up): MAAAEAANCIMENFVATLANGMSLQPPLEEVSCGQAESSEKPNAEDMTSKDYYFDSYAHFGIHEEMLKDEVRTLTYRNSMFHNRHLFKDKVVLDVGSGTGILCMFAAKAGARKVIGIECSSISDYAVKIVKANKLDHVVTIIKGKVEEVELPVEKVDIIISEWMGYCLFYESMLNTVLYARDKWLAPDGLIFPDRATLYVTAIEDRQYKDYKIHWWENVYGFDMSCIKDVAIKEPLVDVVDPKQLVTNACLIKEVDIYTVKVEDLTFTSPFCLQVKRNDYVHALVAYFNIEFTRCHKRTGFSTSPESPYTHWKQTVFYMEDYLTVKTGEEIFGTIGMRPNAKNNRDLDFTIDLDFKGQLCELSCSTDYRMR
ABHD4 inh: inhibits mouse alpha/beta hydrolase domain 4 | 370,000 compounds, 0.54% hits | purified mABHD4, FP-Rh probe fluorescence polarization | inhibition, % at 8.92 µM | AID 720543;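 active = inhibition exceeding the mean over every tested compound plus 3 SD, cut at about 30% in these data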;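 note: 0% = plate median of compound wells and 100% = S159A mutant with DMSO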
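System: mouse ABHD4 enzyme, wild type / Medium: HEPES pH 7.0, NaCl, Pluronic buffer / Reagent: FP-Rh activity-based fluorescent probe / Control set: S159A mutant high control, sample median low control / Detection: fluorescence polarization with parallel and perpendicular emission, 525/598 nm / Schedule: 45 min + 60 min at 25 °C / Compound dosing: 8.92 µM, single dose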
MBD2 inh: inhibitors of human MBD2 binding to methylated oligonucleotide | Q9UBB5 | TR-FRET | inhibition, % at 4.4 µM | 370,000 compounds, 0.31% hits | AID 686964; in the data active = inhibition above about 13%
Target sequence (Q9UBB5 whole entry, looked up): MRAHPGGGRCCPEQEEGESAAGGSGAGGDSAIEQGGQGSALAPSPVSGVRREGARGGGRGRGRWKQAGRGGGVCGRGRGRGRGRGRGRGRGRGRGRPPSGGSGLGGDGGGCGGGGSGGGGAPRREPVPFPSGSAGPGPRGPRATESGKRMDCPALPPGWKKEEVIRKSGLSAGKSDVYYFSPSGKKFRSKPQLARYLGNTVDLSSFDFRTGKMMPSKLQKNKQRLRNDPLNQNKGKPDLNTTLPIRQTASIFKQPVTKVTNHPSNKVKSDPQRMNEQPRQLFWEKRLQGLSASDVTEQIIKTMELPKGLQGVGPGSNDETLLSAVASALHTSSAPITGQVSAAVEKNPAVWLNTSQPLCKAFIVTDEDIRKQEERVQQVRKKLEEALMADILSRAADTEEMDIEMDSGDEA
rCAG binder: binds r(CAG) RNA repeats | inhibition, % at 3 µM | r(CAG) RNA repeat, TO-PRO-1 dye displacement fluorescence | 370,000 compounds, 1.3% hits;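 active = inhibition above the plate cutoff, the mean of all test compounds on that plate plus 3 SD, cut at about 35% in these data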;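 note: 0% = DMSO alone and 100% = 100 µM mitoxantrone as full dye displacement; higher means more dye released from RNA so lower well fluorescence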
HTRA1 inhibitor: blocks human HTRA1 serine peptidase; Q92743; recombinant HTRA1, FP-rhodamine activity-based probe, fluorescence polarization; inhibition, % at 5.96 µM; 340,000 compounds, 0.5% hits; in the data active = inhibition above about 36%;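 note: 0% = enzyme with DMSO and 100% = wells lacking enzyme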
PG9 Ab binder: binds the HIV-1 gp120 antibody PG9 | TR-FRET gp120-PG9 antibody binding | inhibition, % at 6.7 µM | 360,000 compounds, 0.43% hits; in the data active = inhibition above about 8.5%
TCR CD3 inh: inhibitors of human TCR-CD3 interaction; inhibition, % at 9.4 µM; 360,000 compounds, 0.37% hits; TAMRA-labeled TCR probe fluorescence, biochemical; in the data active = inhibition above about 19%;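 note: recombinant mutant TCR 2C K166C tagged with TAMRA read by polarization; 0% = receptor in buffer alone and 100% = receptor with positive control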
Rev-erbA mod: modulates human Rev-erb alpha binding to DNA; Rev-erbα–FITC-DNA binding, fluorescence polarization, 90 min; activity, % at 10 µM; 370,000 compounds, 0.79% hits; P20393;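 active = activity above about 14%, limit read from the data; passing the limit was not always enough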;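 note: 0% = DMSO wells with 35 nM protein and 100% = DMSO wells with 750 nM protein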
LEDGF integ inh: blocks HIV-1 LEDGF/p75-dependent DNA integration; 370,000 compounds, 0.64% hits; AID 743269; inhibition, % at 3.7 µM; TR-FRET IN-LEDGF/p75 DNA integration, Eu/Cy5;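 active = inhibition above the screen-wide mean plus 3 SD, cut at about 13% in these data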;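 note: signal is the Cy5 over europium emission ratio at 671 and 618 nm; 0% = plate median of compound wells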
UHRF1 MBD2 ctr: blocks human UHRF1 binding to methylated DNA. Q96T88. UHRF1 binding to methylated oligo, TR-FRET. inhibition, % at 4.4 µM. 370,000 compounds, 0.75% hits; in the data active = inhibition above about 21%;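 note: UHRF1 SRA domain binding a hemimethylated CpG hairpin DNA probe; 0% = median of test compound wells and 100% = reference inhibitor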
* hit, by the source's call; · = not tested or not shown. Some of the compounds tested. The share of hits here may be higher or lower than overall.

SMILES	PRMT1 inh	ABHD4 inh	MBD2 inh	rCAG binder	HTRA1 inhibitor	PG9 Ab binder	TCR CD3 inh	Rev-erbA mod	LEDGF integ inh	UHRF1 MBD2 ctr
COc1cc(NC(=O)c2ccc(COCC(F)(F)F)cc2)cc(OC)c1OC	-1.4	-5.3	-1.8	-7.7	-0.3	-1.3	12.8	2.7	0.6	-1.7
CC1CCN(c2nc3ccccc3n2CC(=O)c2ccccc2)CC1	5.4	-3.3	-5.3	-5.8	1.7	1.0	-4.9	-4.3	10.1	-0.9
COCc1nn2c(N)c(-c3ccccc3)cnc2c1-c1ccccc1	-1.9	-4.2	3.0	-4.2	-3.3	1.8	7.7	9.6	3.1	-1.2
CCCN1CNC(=S)N(c2ccc(C)cc2C)C1	2.4	2.5	-4.6	-2.0	-2.2	-1.2	0.1	-1.8	0.6	-1.0
COc1ccc2ccccc2c1/C=N/N1C(=O)CSC1=S	11.4	6.4	-4.1	25.2	-15.7	-0.9	-4.9	14.8	-2.5	-8.7
COc1ccc(-c2cc3ccccc3oc2=O)cc1NC(=O)c1ccc([N+](=O)[O-])o1	0.6	-2.0	2.1	9.3	0.6	-2.7	0.6	-16.7	2.4	1.0
COc1ccccc1OCC(=O)N1CCN(C(=O)COc2ccccc2OC)CC1	6.3	-1.1	2.5	6.4	-2.7	0.5	-0.7	-1.1	2.5	-0.4
COc1ccc(C(=O)N/N=C(\C)c2ccc(NC(=O)Cc3ccccc3)cc2)c(OC)c1	-0.8	-3.4	-5.2	0.9	5.9	-0.2	3.9	-12.2	0.8	-2.2
COc1ccc(CN2C(CC(=O)Nc3cccnc3)c3ccc(C(F)(F)F)cc3S2(=O)=O)cc1 (stereo not given)	-0.1	-5.7	1.4	1.6	-6.9	-0.9	0.8	5.8	-2.2	-2.3
CC(C)(C)c1ccc(/C=C/C(=O)NC2CCS(=O)(=O)C2)cc1 (stereo not given)	2.6	-4.7	5.2	-2.2	-13.5	0.1	-2.2	-0.1	-1.2	-0.5
CCC1CCCCN1C(=O)CSc1nnc2nc(C)cc(C)n12 (stereo not given)	2.4	5.7	-5.0	6.8	1.4	-0.2	9.1	-9.9	-1.1	0.3
CCCCCNC(=O)CN(c1ccc2c(c1)OCO2)S(C)(=O)=O	1.9	2.0	1.2	-1.0	4.0	0.7	-8.4	5.2	-2.6	5.5
CCOC(=O)CSc1nnc(CNc2nc(-c3ccccc3)cs2)n1C	4.0	-7.2	-2.7	-3.8	1.3	-2.2	6.7	-2.8	0.1	-3.9
O=C(C[n+]1cc(-c2ccc(F)cc2)n2c1CCC2)Nc1nc(-c2ccccc2)cs1	0.9	-0.8	-1.7	15.4	-4.3	0.8	-3.6	4.8	-4.5	43.6*
CN1C(=O)c2ccccc2CC12c1ccccc1C(=O)N2C (stereo not given)	1.7	-5.2	7.3	-0.6	1.0	0.6	4.5	-3.5	1.0	1.9

Exported bar-delimited: five of the compounds above.
Compound | PRMT1 inh | ABHD4 inh | MBD2 inh | rCAG binder | HTRA1 inhibitor | PG9 Ab binder | TCR CD3 inh | Rev-erbA mod | LEDGF integ inh | UHRF1 MBD2 ctr
COCc1nn2c(N)c(-c3ccccc3)cnc2c1-c1ccccc1 | -1.9 | -4.2 | 3.0 | -4.2 | -3.3 | 1.8 | 7.7 | 9.6 | 3.1 | -1.2
CCCN1CNC(=S)N(c2ccc(C)cc2C)C1 | 2.4 | 2.5 | -4.6 | -2.0 | -2.2 | -1.2 | 0.1 | -1.8 | 0.6 | -1.0
COc1ccc2ccccc2c1/C=N/N1C(=O)CSC1=S | 11.4 | 6.4 | -4.1 | 25.2 | -15.7 | -0.9 | -4.9 | 14.8 | -2.5 | -8.7
COc1ccc(-c2cc3ccccc3oc2=O)cc1NC(=O)c1ccc([N+](=O)[O-])o1 | 0.6 | -2.0 | 2.1 | 9.3 | 0.6 | -2.7 | 0.6 | -16.7 | 2.4 | 1.0
COc1ccccc1OCC(=O)N1CCN(C(=O)COc2ccccc2OC)CC1 | 6.3 | -1.1 | 2.5 | 6.4 | -2.7 | 0.5 | -0.7 | -1.1 | 2.5 | -0.4

(continued)
SMILES	PRMT1 inh	ABHD4 inh	MBD2 inh	rCAG binder	HTRA1 inhibitor	PG9 Ab binder	TCR CD3 inh	Rev-erbA mod	LEDGF integ inh	UHRF1 MBD2 ctr
Cc1onc(-c2c(Cl)cccc2Cl)c1C(O)c1ccc(F)cc1 (stereo not given)	0.5	-1.6	1.1	-4.1	-0.6	0.0	2.6	-2.0	-1.4	-1.5
COc1ccc(-c2cnc3ccccc3n2)cc1NC(=O)CNC(=O)c1ccccc1	1.4	-7.4	-3.2	3.1	-11.2	-0.5	0.4	-4.1	-2.4	-0.5
COc1ccc(Cn2c(-c3ccc(OC)cc3)nc3ccccc32)cc1	-1.7	4.2	-5.8	-2.5	-1.1	0.5	-12.2	2.5	-0.3	-1.8
Nc1ccccc1C(=O)NNC(=O)C(=O)/C=C(\O)c1ccccc1	1.8	-26.1	4.1	24.5	·	-0.7	-7.4	-4.4	-2.1	2.5
CC(=O)c1cccc(NC(=O)CNC(=O)c2cc3ccccc3o2)c1	0.6	5.8	0.3	0.4	2.5	8.4	1.9	11.9	-2.0	-0.8
O=C(C1CCN(S(=O)(=O)c2cccnc2)CC1)N1CCN(c2cccc(Cl)c2)CC1	2.6	-0.9	2.4	13.9	-6.3	-1.1	2.5	6.6	-3.6	-0.2
O=C(N/N=C/c1ccc(OC2CSC2)cc1)c1ccc(CN2CCOCC2)cc1	2.1	-7.5	1.0	1.8	0.8	0.1	-7.4	-1.9	0.9	1.8
Cc1c2n(c3ccccc13)CCC2=O	-0.7	-1.5	-1.8	0.8	-3.6	-1.0	1.9	0.9	-3.0	-0.9
NC(=S)c1ncc(C(F)(F)F)cc1Cl	-2.5	1.1	-3.7	-3.1	-4.9	-0.8	-4.3	-3.6	1.9	0.0
Cc1ccc2cc(CCNC(=O)c3ccc(S(=O)(=O)N4CCCCC4)cc3)c(=O)[nH]c2c1	-1.1	-0.3	0.9	-1.8	-3.0	-2.6	5.2	2.7	-4.8	11.7
O=S(=O)(NCC(c1cccnc1)N1CCN(Cc2ccccc2)CC1)c1ccccc1 (stereo not given)	0.0	-2.5	-3.4	2.1	2.9	-1.5	6.5	2.0	-1.8	-1.9
O=C(Nc1cccc(Cl)c1N1CCCC1)c1cccc(-c2cc3ccccc3oc2=O)c1	2.5	-1.4	-2.0	3.4	-4.3	2.5	-3.5	8.7	3.9	6.9
Cn1c(CCNC(=O)C(C)(C)C)nc2ccccc21	-1.8	1.7	1.4	-0.3	-2.6	-3.1	-1.7	4.3	-2.5	3.7
Cc1ccc(S(=O)(=O)CC(=O)Nc2ccc(Cl)cn2)cc1	-1.8	3.4	1.8	0.9	-1.0	0.7	1.6	-2.8	1.5	13.8
CC(=O)Nc1ccc(OCC(=O)N2CCc3ccccc3C2)cc1	1.2	-1.9	-2.5	-1.4	3.4	0.2	-6.6	-4.0	3.5	-2.1
COc1ccccc1CCN1CCCC(CN(C)CC(C)(C)CO)C1 (stereo not given)	2.3	-7.7	6.2	-5.4	-3.0	0.9	3.4	3.4	1.8	1.4
CN1CCn2cnc(C(=O)NCC(=O)OC(C)(C)C)c2C1=O	-3.5	5.6	-1.6	2.2	2.1	-1.2	3.5	-1.0	-4.7	0.1
CCC(NS(=O)(=O)c1ccc(C)cc1)C(=O)N1CCOCCOCCOCC1 (stereo not given)	-0.7	0.9	7.7	-3.1	9.5	1.1	-6.7	-2.8	-2.5	0.5
CCOC(=O)C1CCCN(C(=O)c2ccc3sccc3c2)CC1 (stereo not given)	-3.4	-3.5	0.6	0.3	·	-1.4	1.5	-8.1	-2.2	0.4
COc1ccccc1CN1C[C@@H]2C[C@@H](c3ccccc3C)N3CCC[C@@]23C1=O	2.5	-0.5	3.5	-2.6	-4.1	2.1	-6.2	-2.3	-0.7	17.2
COc1cccc(NC(=O)c2ccc3c(O)c(S(=O)(=O)c4ccccc4)c(=O)[nH]c3c2)c1	2.3	-22.8	1.6	26.4	-13.3	-0.2	-0.4	4.0	-1.3	2.9
CS(=O)(=O)NN1C(=O)c2ccccc2NC1c1cccc2cccnc12 (stereo not given)	1.8	1.4	2.9	-1.1	-6.9	-2.9	-6.6	-3.8	-9.1	3.7
Cc1cc2nc(-c3ccc(Cl)cc3)c(CC(C)(C)C)n2c(C)c1Br	-6.7	-3.9	-6.2	0.6	·	0.2	-2.4	10.3	5.9	-3.5
COc1ccc2c3c([nH]c2c1)[C@H]1C[C@H]2[C@H](C[C@@H](O)[C@H](OC)[C@H]2C(=O)O)CN1CC3	0.7	0.5	-8.3	3.5	4.8	-0.7	-3.0	-1.6	0.5	-2.3
CC(=O)N1CCN(C(=O)c2cccc(S(=O)(=O)NCc3ccccc3)c2)CC1	0.1	4.6	2.7	0.2	2.0	-0.5	-3.9	0.9	-6.6	3.1
CCOc1ccc(NC(=O)C2CC3CCC2C3)cc1 (stereo not given)	1.2	2.7	-0.6	-2.2	·	-2.2	-5.7	0.4	-1.9	-0.8
NC(=O)c1cccc(-c2ccnc3c2CC(C(=O)NCc2cccc(Cl)c2)O3)c1 (stereo not given)	3.2	4.0	-5.6	1.9	·	-0.1	0.5	-3.7	-0.6	0.1
Fc1ccc(NC(=S)Nc2cccc3ccccc23)cc1	7.2	15.3	-3.8	4.5	14.4	-4.0	2.1	-3.5	5.7	-1.0
CON=C(C(=O)NC1C(=O)N2C(C(=O)O)=C(CSc3nc(=O)c(=O)[nH]n3C)CSC12)c1csc(N)n1 (stereo not given)	21.4*	-4.9	0.6	16.8	5.2	-1.0	0.9	0.5	5.4	2.2
c1cc(-c2ccncc2)ccn1	3.8	6.7	0.8	-1.6	6.3	-0.1	-7.2	6.9	-1.0	4.0
CCN1CCN(Cc2nc3c(c(=O)n(C)c(=O)n3C)n2CCc2ccccc2)CC1	-0.8	0.2	0.3	0.2	-0.4	-1.2	3.5	7.3	-2.4	1.8
O=S(=O)(c1ccccc1)N1CCC(c2ccccc2)CC1	-1.5	-6.4	0.4	-2.4	-10.0	0.3	4.6	-0.4	-1.8	0.0
COc1ccc(C2=NN(C(C#N)c3ccc(OC)cc3)C(c3ccccc3)C2)cc1 (stereo not given)	3.3	-11.5	-4.3	0.9	-3.5	-1.2	0.8	-6.3	-1.7	2.2
Cc1csc(SC(C)C(=O)Nc2ccc3c(c2)OCCO3)n1 (stereo not given)	0.4	-6.7	-1.6	-1.3	-1.0	1.3	4.2	-3.7	-3.2	1.4
NC(=O)C1CCN(c2nc(-c3ccc4c(c3)OCCO4)cs2)CC1	-4.5	6.3	-4.2	-7.8	·	-0.4	-7.8	6.3	-3.1	-3.6
CC(C)(C)c1ccc(S(=O)(=O)NC(=O)C2(C)CCN2C(=O)CC2CCCC2)cc1 (stereo not given)	3.0	10.6	-1.3	37.3*	·	-0.2	0.5	-5.4	5.2	-0.2
OCC1(CCc2ccccc2)CCCN(C/C=C/c2ccccc2)C1 (stereo not given)	-1.2	-0.8	-0.9	-8.6	-9.8	-0.9	5.1	1.3	-0.2	0.5
COc1ccc(CN2C(=O)C(CC(=O)NCCN3CCOCC3)CC(C(=O)N3CCOCC3)=C2C)cc1 (stereo not given)	-3.4	-5.2	-1.7	1.7	0.2	-1.2	-0.9	4.0	1.8	1.7
NNC(=O)c1nc[nH]c1C(=O)Nc1ccccn1	-2.9	-2.6	-1.0	1.5	5.2	-0.3	38.0*	-3.2	9.8	-0.4

Screening results as filed in PubChem BioAssay.
